ATXN2 expr inh – inhibitors of ATXN2 expression; HEK-293 ATXN2-luciferase reporter, luminescence, 24 h; Potency, µM (highest dose often 57 µM), without a hit: top-dose activity change, negative = inhibition, usual class: inhibitors; 0.72% of 360,000 active; AID 1745845; further: potency means the concentration at half of the fitted maximal effect; on the % scale 0 is the no-effect control and ±100 the full control effect; nearly all actives have a fitted effect of over 55% in size
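qHTS (up to 57 uM final) was run with 24 h compound exposure of reporter cells at 37 °C. Each well was multiplexed: SteadyGlo luminescence measured ATXN2-luciferase expression after a fluorogenic Gly-Phe-AFC viability readout (25 uM final).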
MCF10A rereplic – induces DNA re-replication in MCF 10a normal breast cells; MCF 10A DNA re-replication, Hoechst nuclear intensity, 48 h; 2.9% of 350,000 active; Potency, µM (top dose mostly 46.1 µM), inactives show top-dose activity, positive = re-replication, actives largely listed as activators; further: potency means the concentration at half of the fitted maximal effect; % of control where 0% means no effect; nearly all actives have a fitted effect of over 50% in size
ATXN viability – reduces viability in counter-screen for ATXN expression inhibitors; Potency, µM (top dose mostly 56.7 µM), usual class: cytotoxic; AID 651635; 0.49% of 400,000 active; S2 cells (HEK-293 line with an ATXN2-luciferase reporter) viability, CellTiter-Fluor protease fluorescence, 24 h; further: potency means the concentration at half of the fitted maximal effect; nearly all actives have a fitted effect of over 40% in size
IL-1B inflam inh – inflammasome signaling inhibition, IL-1 beta readout; THP-1 LPS/ATP IL-1B secretion, AlphaLISA, 16 h; stronger effect = lower value; activity change, % at 57.5 µM; 4.7% of 360,000 active; in the data active means activity change below about -50%; inconclusive means mostly about -30% to -49%; further: on the % scale 0 is the no-effect control and ±100 the full control effect
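Secreted IL-1B measured by AlphaLISA bead assay after 16 h compound exposure of THP-1 cells; compounds (final up to 57.5 uM) added 1 h before LPS (250 ng/mL) and ATP (1.25 mM) stimulation; lower signal means less secretion.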
SW480 rerep – DNA re-replication induction in SW480 cells; SW480 DNA re-replication, Hoechst DNA content imaging, 48 h; Potency, µM (series often up to 46.1 µM), inactives show at the top dose re-replication activation, most hits filed as activators; 1.8% of 340,000 active; AID 624297; further: potency means the concentration at half of the fitted maximal effect; % of control where 0% means no effect; nearly all actives have a fitted effect of over 55% in size
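SW480 cells exposed to compounds for 48 hr at 37 C, 5% CO2, then Hoechst-stained 40 min. Nuclear DNA content imaged by fluorescence scanning (405 nm excitation, 500-530 nm emission); re-replication scored as increased high-intensity nuclei.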
KB-3-1 tox – kills parental KB-3-1 adenocarcinoma cells; KB-3-1 viability, CellTiter-Glo ATP luminescence, 72 h; Potency, µM (doses to about 46.1 µM), inactives show top-dose activity change, negative = cytotoxic, usual class: cytotoxic; 1.4% of 400,000 active; AID 1347075; further: potency means the concentration at half of the fitted maximal effect; on the % scale 0 is the no-effect control and ±100 the full control effect; nearly all actives have a fitted effect of over 60% in size
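Parental KB-3-1 adenocarcinoma cells in phenol-red-free DMEM with 10% FBS were pin-treated with compounds at several concentrations, incubated 72 h at 37 °C, and viability read by CellTiter-Glo luminescence; concentration-effect curves were fitted after normalization.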
HT1080NT lethal – kills 2HG-producing HT-1080-NT fibrosarcoma cells; 1.6% of 360,000 active; Potency, µM (doses to about 46.1 µM), for inactives: at the top dose activity, negative = less viability, hits mostly cytotoxic; AID 686970; HT-1080-NT fibrosarcoma viability, CellTiter-Glo ATP luminescence, 48 h;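 further: NT is the 2HG producing partner of a matched IDH1 knockdown line; potency means the concentration at half of the fitted maximal effect; 0% = DMSO-treated cells and -100% = media-only wells without cells; nearly all actives have a fitted effect of over 55% in size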
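Luminescent CellTiter-Glo readout after 48 hours of compound exposure at 37 degrees C defined viability of HT-1080-NT cells. Activity was normalized to DMSO wells and cell-free media wells; concentration-response curves were fitted and assigned curve classes.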
HT1080 IDH1KD tx – HT-1080 IDH1 knockdown cell toxicity (counter line); HT-1080 IDH1 knockdown viability, ATP luminescence, 48 h; Potency, µM (doses to about 46.1 µM), for the others: at the highest dose activity, negative = toxicity, most hits filed as cytotoxic; 2% of 360,000 active; AID 686971;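 further: potency means the concentration at half of the fitted maximal effect; 0% = DMSO wells and -100% = cell-free medium wells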
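Luminescent ATP read-out (CellTiter-Glo, 10 min at room temperature) after 48 h compound exposure at 37 °C gave viability of IDH1-knockdown HT-1080 cells. Activity was normalised to DMSO and cell-free wells, then fitted as concentration-response curves.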
HepG2 tox – counter-screen for TGF-b inhibitors: cytotoxicity in HepG2 cells | HepG2 CAGA-GFP viability, ATP luminescence, 18 h | Potency, µM (titrated, usually from 46.1 µM), for the others: at the highest dose activity change, negative = cytotoxicity, hits mostly cytotoxic | 0.76% of 410,000 active | AID 588856; further: potency means the concentration at half of the fitted maximal effect; some results filed as inactive show a strong effect at the top dose
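CellTiter-Glo luminescence gave cytotoxicity after 18 hours at 37 degrees C. The cells were HepG2 CAGA-GFP in 1% FBS DMEM, stimulated with 500 pg/mL TGF-beta after compound addition. %Activity was normalised to no-cell wells (complete cell-killing) and DMSO (no toxicity), and curves were fitted and classified.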
Starred values were filed as active, the others as inactive; i = inactive; ? = inconclusive; · = not tested or not shown; [ ] = dose if it differs, or a comment. Unless noted, the call rests on the fitted dose curve; in most records, active means well fitted curve in the direction sought with a large enough effect; inconclusive means small, poorly fitted or top-dose-only effect, or another doubt; inactive means no such curve, though single readings can be large; an effect the other way counts as inactive or inconclusive.

SMILES	ATXN2 expr inh	MCF10A rereplic	ATXN viability	IL-1B inflam inh	SW480 rerep	KB-3-1 tox	HT1080NT lethal	HT1080 IDH1KD tx	HepG2 tox
O=C(c1cc(COc2c(F)cccc2F)on1)N1CCSCC1	50%[activator]	7%	i	-7	-4%	4%	21%	0%	30%
CCOC(=O)c1c(NC(=O)CSc2nnc(-c3cccnc3)o2)sc2c1CCC2	0%	0%	?	-2	-6%	10%	15%	13%	-17%
FC(F)(F)c1cccc(NC(=S)NCc2ccc(Cl)cc2)c1	?	18µM*	·	-155*	7%	?	?	?	16µM*
Cc1cc(C)n2nc(C(=O)OCC(=O)Nc3ccc(F)cc3F)nc2n1	-5%	9%	i	-6	-2%	-2%	0%	1%	24%
COc1ccc(OC/C(O)=C(\C#N)c2nc3ccccc3[nH]2)cc1	-31%	?	i	25	-3%	2%	-1%	-5%	-2%
Cc1cccc(-c2ncc(CN3CCN(CCC(C)C)C(CCO)C3)cn2)c1 (stereo unspecified)	-21%	-2%	?	-26	23µM*	-1%	-11%	-7%	-20%
Cc1ccc(NC(=O)COc2cccnc2[N+](=O)[O-])cc1S(=O)(=O)N1CCOCC1	-21%	-8%	i	27	-5%	2%	0%	0%	2%
Cc1nc(SCC(N)=O)c(C#N)c(C)c1C	-4%	1%	i	17	-2%	5%	10%	9%	48%
COc1ccc(CN2CCN(C3CCOCC3)CC2CCO)c(C)c1C (stereo unspecified)	-8%	15%	i	7	-2%	-14%	-3%	-1%	-14%
CN(CC(=O)Nc1ccccc1F)Cc1cccs1	-8%	-1%	i	40	-1%	13%	25%	10%	1%
COc1ccccc1C(=O)NCC(=O)NCCC(c1ccccc1)c1ccccc1	-17%	?	i	5	10%	·	0%	-5%	5%
Cc1cc(NC(=S)NC(=O)CC(C)C)ccc1Br	31%[activator]	-1%	i	13	?	-2%	?	?	-44%

Record cards, as listed above.
Profile of COc1ccc(CN2CCN(C3CCOCC3)CC2CCO)c(C)c1C (stereo unspecified) : ATXN2 expr inh = -8%; MCF10A rereplic = 15%; ATXN viability = i; IL-1B inflam inh = 7; SW480 rerep = -2%; KB-3-1 tox = -14%; HT1080NT lethal = -3%; HT1080 IDH1KD tx = -1%; HepG2 tox = -14%
Profile of O=C(c1cc(COc2c(F)cccc2F)on1)N1CCSCC1 : ATXN2 expr inh = 50%[activator]; MCF10A rereplic = 7%; ATXN viability = i; IL-1B inflam inh = -7; SW480 rerep = -4%; KB-3-1 tox = 4%; HT1080NT lethal = 21%; HT1080 IDH1KD tx = 0%; HepG2 tox = 30%

Later entries.
SMILES	ATXN2 expr inh	MCF10A rereplic	ATXN viability	IL-1B inflam inh	SW480 rerep	KB-3-1 tox	HT1080NT lethal	HT1080 IDH1KD tx	HepG2 tox
CCCCC[C@@H](C)N1C[C@H](COCc2ccccc2)Oc2cc(N3CCC[C@@H]3CO)ccc2S1(=O)=O	0%	·	·	-27	·	-29%	?	?	·
CC(=O)CCc1c[nH]c2c(C(=O)O)cccc12	1%	1%	i	4	-7%	11%	8%	0%[9.24 µM]	5%
CC(NC(=O)Nc1nnc(C(F)(F)F)s1)(C(F)(F)F)C(F)(F)F	?	12µM*	?	-62*	?	13µM*	7.3µM*	3.3µM*	-43%
O=C(Nc1ccccc1C(=O)O)C1=NN=CC1	3%	2%	i	7	-2%	2%	10%	-2%	5%
CCN(CC(=O)Nc1ccc(N2CCOCC2)cc1)C(=O)c1ccc(C#N)cc1	-10%	-3%	i	-6	-3%	1%	18%	13%	-7%
CCN1CCN(C(=O)c2ccc(CSc3ccc(C)cc3)cc2)CC1	-20%	-2%	i	-54*	-4%	-13%	?	-28%	-20%
COc1ccc(NC(=O)CN2CCN(S(=O)(=O)c3ccc(C(C)C)cc3)CC2)cc1OC	2%	6%	i	-9	7%	2%	9%	2%	1%
CC1=NC(C)(C)Cc2cc(C)c(C)cc21	-16%	-4%	i	30	3%	-12%	4%	4%	10%
Cc1cc([N+](=O)[O-])ccc1NC(=S)NC1CCCC1	12%	-13%	i	11	2%	-4%	-7%	-9%	-5%
Cc1ccc(NC(=O)CN(C)C(=O)COC(=O)COc2cc(C)cc(C)c2)cc1	·	·	i	1	·	10%	14%	10%	-67%
CCCNC(=O)C(Cc1ccccc1)NC(=O)c1ccc(C(C)(C)C)cc1 (stereo unspecified)	7%	-2%	i	8	6%	4%	-20%	5%	3%
Cc1ccc(NC(=O)CSc2ncccn2)c([N+](=O)[O-])c1	48%[activator]	?	i	1	-6%	0%	-1%	-6%	3%
CCN(CC)C(=O)[C@H]1C[C@H](CC(=O)NCCCn2ccnc2)C(=O)N2CCc3c([nH]c4cc(CCC(=O)N(C)C)ccc34)[C@]12C	2%	-4%	i	-10	7%	0%	1%	0%	-30%
CC(=O)c1ccc(NC(=O)NC2CCCCCCC2)cc1	73%[activator]	6%	i	-66*	2%	-5%	9%	-1%	1%
O=C(/C=C/c1cccc(F)c1)Nc1cc(S(=O)(=O)N2CCOCC2)ccc1N1CCCC1	3%	-2%	i	0	·	26%	0%	-3%	-2%
COc1ccc(OCCNC(=O)c2ccccc2Cl)cc1	-12%	1%	i	-25	-2%	9%	3%	4%	4%
O=C(COc1coc(CN2CCc3ccccc3C2)cc1=O)Nc1ccc(F)cc1F	-10%	12%	i	13	-350%[inhibitor]	7%	1%	-3%	-6%
CCOC(=O)C1CCN(Cc2cc(=O)oc3cc(C)ccc23)CC1	7%	6%	i	7	-3%	5%	1%	1%	6%
Cc1ccc(S(=O)(=O)N2C[C@@H]3[C@H]4CC[C@H](C4)[C@@H]3[C@@H](C)[C@@H]2c2cn(Cc3ccccc3)c3ccc(F)cc23)cc1	-6%	?	i	-7	-24%	0%	0%	2%	-19%
CCn1c(=O)cc(SCC(=O)N2CCN(C3CCCCC3)CC2)c2ccccc21	60%[activator]	15%	i	?	-3%	-5%	-7%	?	-26%
O=C(CSc1nc2ccccc2[nH]1)N1c2ccccc2Sc2ccccc21	-5%	-2%	i	6	9%	-2%	0%	0%	-3%
Cc1cccn2c(=O)nc(SCC(=O)NCc3ccc4c(c3)OCO4)nc12	27%	-33%[inhibitor]	i	2	-91%	1%	13%	1%	-1%
CCC(C(=O)OCC(=O)C1(O)CCC2C3CCC4=CC(=O)CCC4(C)C3C(O)CC21C)C(C)C (stereo unspecified)	?	?	?	-27	6%	?	-8%	-6%	1%
Cc1cc(O)c2c(C)c(CC(=O)NCc3ccccc3Cl)c(=O)oc2c1	3%	·	i	·	·	0%	·	·	-7%

Molecules listed so far that contain a Cl atom (3):
SMILES	ATXN2 expr inh	MCF10A rereplic	ATXN viability	IL-1B inflam inh	SW480 rerep	KB-3-1 tox	HT1080NT lethal	HT1080 IDH1KD tx	HepG2 tox
FC(F)(F)c1cccc(NC(=S)NCc2ccc(Cl)cc2)c1	?	18µM*	·	-155*	7%	?	?	?	16µM*
COc1ccc(OCCNC(=O)c2ccccc2Cl)cc1	-12%	1%	i	-25	-2%	9%	3%	4%	4%
Cc1cc(O)c2c(C)c(CC(=O)NCc3ccccc3Cl)c(=O)oc2c1	3%	·	i	·	·	0%	·	·	-7%

Further structures follow.
SMILES	ATXN2 expr inh	MCF10A rereplic	ATXN viability	IL-1B inflam inh	SW480 rerep	KB-3-1 tox	HT1080NT lethal	HT1080 IDH1KD tx	HepG2 tox
Cn1cnc([N+](=O)[O-])c1Nc1ccccc1O	2%	-2%	i	0	-8%	1%	8%	10%	7%
O=C(NC1CCN(C(=O)C2CCCCC2)CC1)c1ccccc1	-5%	0%	i	-6	-1%	-18%	0%	0%	16%
O=C(Nc1cc(Cl)cc(Cl)c1)N[C@@H]1CC[C@@H](CCNS(=O)(=O)c2cccc(F)c2)O[C@@H]1CO	·	·	·	6	·	?	18µM*	?	·
COC(=O)COc1ccc(S(=O)(=O)NCc2cccnc2)cc1	-1%	-6%	i	20	-12%	14%	2%	0%	-1%
O=S(=O)(Nc1nc2ccccc2nc1NCC1CCCO1)c1cccs1 (stereo unspecified)	1%	?	i	22	-1%	7%	9%	11%	6%
CSc1cnc2c(=O)[nH]c(=O)n(C)c2n1	1%	-25%	?	27	107%	?	-4%	-1%	-13%
CCOC(=O)C1CCN(c2cc3c(cc2NC(=O)c2ccccc2Br)n(C)c(=O)n3C)CC1	5%	2%	i	25	-22%	19%	-5%	-1%	-17%
COCCN(C(=O)CCN1C(=O)C2CC=CCC2C1=O)c1c(N)n(CC(C)C)c(=O)[nH]c1=O (stereo unspecified)	-2%	7%	i	6	-6%	12%	5%	9%	7%
O=Cc1cc2c(cc1[B-](F)(F)F)OCO2	8%	-52%[inhibitor]	i	1	16µM*	0%	-6%	-5%	-30%
CCN(Cc1ccccc1)S(=O)(=O)c1c(C(=O)N2CCCC2)c(C)n(C)c1C	1%	5%	i	4	0%	-10%	-1%	-1%	1%
O=C(O)C1CCN(C(=O)c2ccc(S(=O)(=O)N3CCCCCC3)cc2)CC1	·	·	i	1	·	0%	12%	-1%	2%
Cc1cc(C(=O)CN2C(=O)c3ccccc3S2(=O)=O)c(C)n1C(C)C	5µM*	10%	i	12	-2%	-3%	-4%	-10%	-47%
COc1ccc(C(=O)N2CCC(C(=O)c3ccc(F)cc3)CC2)cc1	-5%	-10%	i	-24	-6%	-3%	5%	-1%	-9%

Screening data from PubChem BioAssay.
